Source: PubChem BioAssay
All columns: NCI-60 one-dose screen, growth in % after 48 h at 10 µM unless noted; 100 = growth as untreated, 0 = no growth, -100 = all killed.
OVCAR-5: OVCAR-5 ovarian cancer; hit rate 2.9% among 82,000
PC-3: PC-3 prostate cancer cells; hit rate 3.9% among 80,000; AID 1794754
SW-620: SW-620 colon cancer | hit rate 5.2% among 82,000 | AID 1794795
OVCAR-3: OVCAR-3 ovarian cancer. hit rate 7% among 79,000
OVCAR-8: OVCAR-8 ovarian cancer. hit rate 4.4% among 81,000. AID 1794782
HCC-2998: HCC-2998 colon cancer. AID 1794799. hit rate 4.7% among 79,000
KM12: KM12 colon cancer cells; hit rate 5% among 82,000; AID 1794800
DU-145: DU-145 prostate cancer; hit rate 4.2% among 81,000; AID 1794760
OVCAR-4: OVCAR-4 ovarian cancer cells; hit rate 3.7% among 80,000
* hit, by the source's call; · = not tested or not shown. Rule for the calls: active = growth percent below 10; inactive = the rest.

SMILES	OVCAR-5	PC-3	SW-620	OVCAR-3	OVCAR-8	HCC-2998	KM12	DU-145	OVCAR-4
COc1cc2cc(Oc3ccc(NC(=O)Nc4ccc(F)c(C(F)(F)F)c4)cc3)c(C)nc2cc1OCCN1CCOCC1	66.9	5.9*	15.5	13.0	13.8	44.9	11.2	23.3	27.3
COc1cc(C2SCC(=O)N2c2ccc(C)cc2)cc(OC)c1OC (stereo not drawn)	105.3	102.0	105.8	110.7	101.4	106.3	100.7	111.0	103.3
COc1cc(/C=C/c2c(-c3ccc(F)cc3)nc3sc(-c4ccccc4)c(-c4ccccc4)n23)cc(OC)c1OC	99.6	61.3	107.7	89.7	99.2	99.0	91.8	99.8	74.6
CC(=O)Nc1ccc(S(=O)(=O)Nc2ccc(-c3ccc4c(c3)NC(=O)/C4=C\c3ccc[nH]3)cc2)cc1	79.5	91.4	114.3	141.3	98.0	96.9	51.6	93.4	67.8
CCOC(=O)N1C(=O)/C(=C\c2ccc(Cl)cc2)SC1=Nc1c(C)nn(-c2ccccc2)c1N	110.1	79.2	55.3	65.6	88.7	97.0	82.1	104.6	85.7
O=C(C1=CNC(=S)NC1c1ccc(O)cc1)c1cc2ccccc2oc1=O (stereo not drawn)	109.3	86.7	103.7	100.8	100.1	102.3	95.8	109.6	96.1
CCCCCCCCCCNC(=O)CCl	111.3	66.1	93.3	52.8	47.8	84.4	67.4	91.1	80.3
O/N=C(/CCc1ccccc1)c1ccccc1	87.3	97.7	95.6	106.9	104.5	·	103.6	107.8	104.7
COc1cc(CNC(=O)C[C@H](C)CCC=C(C)C)ccc1OCc1cn(-c2ccc(Cl)cc2Cl)nn1	91.7	85.0	89.3	101.3	29.3	92.5	93.1	90.5	49.7
O=C(c1cccc(N2CCOCC2)n1)c1c[nH]c2ccccc12	105.2	83.5	94.1	91.0	89.9	113.3	90.5	99.8	82.3
NNCCc1ccc(NC(=O)CCCc2ccc(C(=O)Nc3ccccc3N)cc2)cc1	74.0	55.1	57.5	75.0	45.6	92.4	81.5	90.7	70.1
COc1ccc(-n2c(SCC(=O)Nc3ccc(-c4nc5ccccc5[nH]4)cc3)nc3ccccc3c2=O)cc1	68.5	6.4*	8.5*	-34.8*	20.9	34.8	18.7	6.7*	-33.7*
O=C(CC(=O)c1ccccc1)Nc1ccc([N+](=O)[O-])cc1	112.9	78.1	98.7	108.1	101.0	·	82.0	101.3	87.4
CN1CCc2cc3c(c4c2C1(C)C(=O)c1ccccc1-4)OCO3 (stereo not drawn)	111.8	77.0	103.2	110.6	97.7	100.3	102.9	118.7	113.1
O=c1[nH]n(C(=S)N/N=C/c2ccc([N+](=O)[O-])cc2)c(=O)c2ccccc12	103.8	97.9	100.4	101.2	102.4	109.6	107.9	107.2	101.1
CCSc1nc(-c2ccc(OCc3ccccc3)cc2)c(C#N)c(=O)[nH]1	114.3	64.1	105.2	104.6	87.4	99.8	86.7	97.9	88.1
Cn1c(=O)c2c(nc(Sc3nc(N)cc(=O)[nH]3)n2CC(=O)N2CCc3ccccc32)n(C)c1=O	85.6	95.4	95.2	107.6	99.0	105.1	100.2	107.0	100.0
Cc1csc(/N=C(N)/N=C(\N)c2ccccc2)n1	119.8	97.4	101.5	·	99.6	107.8	99.2	102.5	103.8
CN(C)CCOc1ccc(-c2nc3ccc(-c4nc5ccc(N6CCN(C)CC6)cc5[nH]4)cc3[nH]2)cc1	83.0	76.2	66.3	94.9	63.6	99.0	57.3	82.4	68.0
C/C(=N\N=C1\SCC(=O)N1c1ccccc1)c1cc2ccccc2oc1=O	104.5	101.0	105.6	·	103.1	119.0	102.0	107.0	100.7
Cc1cc(C)c2c(n1)sc1c(Nc3csc4ncccc34)ncnc12	93.4	87.6	91.3	104.3	100.9	105.0	104.2	110.0	106.8
Cc1ccc(S(=O)(=O)n2cc(/C=C3\C(=O)N(c4c(Cl)cccc4Cl)c4ccccc43)c3ccccc32)cc1	84.3	64.6	89.8	95.0	96.7	86.8	97.6	102.6	73.9
CCOc1n[nH]c(-c2ccccc2)n1	99.6	94.3	105.6	101.4	98.5	95.6	100.4	109.3	101.5
Cc1onc(-c2ccccc2)c1C(=O)N/N=C/c1cc(Cl)cc(Cl)c1O	58.1	46.2	35.3	25.2	31.1	17.1	30.6	44.6	32.1
c1ccc2c(-c3c[nH]c4ccccc34)c3c(cc2c1)[nH]c1ccccc13	96.0	69.9	42.6	59.3	90.7	82.8	35.7	93.7	57.8
CCn1cc(C(=O)O)c(=O)c2cc(F)c(N3CCN(CC(=O)Nc4ccc(S(N)(=O)=O)cc4)C(C)C3)c(F)c21 (stereo not drawn)	103.3	98.4	99.6	109.3	102.6	106.8	104.4	106.0	96.4
c1ccc(CCSc2ncnc3nc[nH]c23)cc1	113.7	82.8	94.1	115.7	66.9	97.1	93.6	108.2	84.8
Nc1nc(N)c(N=Nc2ccc(S(=O)(=O)Nc3ncccn3)cc2)cc1N=Nc1ccccc1	98.4	87.0	106.7	102.2	93.2	97.1	111.3	113.0	98.7
COc1ccc2c(c1)O/C(=C\c1cccc(O)c1O)C2=O	79.0	89.9	60.1	23.1	72.2	78.7	66.3	67.9	53.9
Cc1ccc(S(=O)(=O)N(CCO)CCO)cc1	100.7	92.0	96.5	118.6	93.7	121.2	105.7	107.3	95.8
COc1ccc(-c2c3c(nn2-c2ccc(OC)cc2)CCc2cnoc2-3)cc1	102.1	81.9	103.2	91.1	102.7	99.8	94.9	·	89.1
COc1ccc(Oc2nc(Nc3ccc(N4CCOCC4)nc3)ncc2NC(=O)c2cc(OC)cc(OC)c2)cc1	104.6	67.9	75.8	82.7	77.8	95.2	64.0	89.6	78.2
CCOC(CCC#N)c1ccc(Cl)cc1 (stereo not drawn)	94.8	94.7	108.6	109.9	103.1	97.6	101.9	110.1	·
CS(=O)(=O)OCC(COS(C)(=O)=O)C(c1ccccc1)c1ccccc1	110.0	97.2	99.3	126.6	118.4	108.9	104.1	129.4	106.1
CC(=O)C1C(=O)C(=O)N(c2ccc([N+](=O)[O-])cc2Cl)C1=O (stereo not drawn)	111.7	96.7	107.2	105.0	100.1	120.1	99.5	·	96.2
COc1cc(C(=O)/C=C/c2c(C)nn(-c3ccccc3)c2N2CCOCC2)cc(OC)c1OC	103.7	54.8	89.6	58.0	37.4	85.0	92.2	77.6	46.0
O=c1c2ccccc2nc(N/N=C/c2ccc(Oc3ccc(Br)cc3)cc2)n1-c1ccc(Cl)cc1	107.8	93.0	101.3	107.2	101.4	100.4	100.5	106.2	95.8
COc1cc(NC(=O)c2cc3ccccc3cc2O)c(OC)cc1Cl	2.2*	·	17.5	10.7	7.1*	-40.4*	5.6*	25.6	38.4
Fc1cccc(-c2cnn3cc(-c4ccccc4)cnc23)c1	97.0	88.7	74.8	103.9	78.8	88.4	62.2	95.9	89.8
O=[N+]([O-])c1ccc(Nc2ccc(N=Cc3ccccc3O)cc2)c2nonc12	133.1	89.4	124.4	112.5	99.2	117.1	100.5	104.6	112.0
Cc1cc(=O)oc2cc(O)cc(O)c12	96.4	100.4	92.0	99.2	104.6	111.4	110.5	103.3	103.9
O=C(OCCOC(=O)N1CCOCC1)N1CCOCC1	107.5	99.4	100.8	118.4	99.1	97.9	108.3	101.1	114.1
O=C(O)C1CCCCN1 (stereo not drawn)	91.9	101.2	111.2	126.7	99.8	116.4	117.3	125.5	104.2
CCCCCNCCOC(=O)c1ccc(N)cc1	114.1	90.1	101.9	113.0	93.8	109.2	112.3	117.1	104.3
CN(C)c1ccc(-n2nc3ccccc3n2)cc1	80.3	100.9	95.9	93.7	97.3	75.3	107.7	101.1	115.4
COc1ccc(C2[C@@H](Cl)C(=O)N2c2cc(OC)c(OC)c(OC)c2)cc1Cl (stereo partly drawn)	64.4	25.1	21.9	-2.6*	9.8*	22.8	16.3	6.1*	56.0
Cc1ccc(C(=O)Cc2nc(C#N)c(C#N)nc2CC(=O)c2ccc(C)cc2)cc1	101.4	83.8	94.4	100.9	97.3	118.7	96.8	104.5	100.4
N#Cc1nn(CCCl)c(=O)c2ccccc12	109.1	109.9	111.4	110.0	100.5	109.9	102.7	109.3	113.1
COc1ccc(-c2c(N)n[nH]c2-c2cc(OC)c3c(c2)OCCO3)cc1	·	66.9	48.0	76.2	83.5	75.0	40.4	96.1	100.7
CC(=NCCN=C(C)c1ccccc1O)c1ccccc1O	88.0	90.4	94.5	110.9	101.3	112.2	107.8	102.9	93.7
CC1(C)OCC(N)(CO)CO1	107.5	82.3	87.8	103.8	95.9	95.3	95.2	101.9	101.0
C#CCn1cc(C2C(Cl)C(=O)N2c2ccc(N3CCOCC3=O)cc2)c2ccccc21 (stereo not drawn)	106.8	95.3	106.1	118.3	105.0	111.5	105.7	106.3	97.7
Nc1ccc(NC(=O)C(=O)O)cc1	115.5	109.0	97.6	104.9	·	107.8	102.8	119.8	·
COC1(OC)C2(Cl)CCC1(Cl)C(Cl)=C2Cl	104.8	100.4	119.8	111.8	94.6	103.1	105.9	108.2	103.4
CC(=O)CC(=O)NC1CCCCCC1	106.8	93.9	100.8	112.8	109.3	103.0	103.4	120.0	112.1
Cc1ccc(C(F)(F)F)cc1N1CCN(C(=O)[C@H]2C[C@H]2c2cccc(S(F)(F)(F)(F)F)c2)CC1	87.6	45.2	85.9	92.9	80.8	93.2	69.6	95.1	78.1
NC(=O)c1c(NC(=O)COC(=O)c2ccccc2)sc2c1CCC2	105.8	100.8	104.3	124.5	76.3	116.3	119.5	110.4	125.5
COc1ccc(N2C(=O)C(OC)C2c2ccc(F)cc2)cc1 (stereo not drawn)	97.3	101.0	102.8	128.9	101.1	88.8	111.2	121.2	95.5
CC1=CC(c2cccs2)N2C=C(C)SC2=N1 (stereo not drawn)	102.7	96.5	106.1	·	100.2	·	105.6	112.0	99.9
O=C(/C=C/c1ccc(F)cc1)Nc1ncc(Cc2ccc(F)cc2)s1	62.8	31.9	25.3	12.4	51.9	26.5	20.9	33.0	64.3
Further records:
SMILES	OVCAR-5	PC-3	SW-620	OVCAR-3	OVCAR-8	HCC-2998	KM12	DU-145	OVCAR-4
CC(C(=O)O)c1ccc(N2Cc3ccccc3C2=O)cc1 (stereo not drawn)	94.8	105.6	107.9	127.9	112.9	94.4	107.6	120.9	107.1
Cc1ccc(Cc2cnc(NC(=O)c3ccc4noc(-c5ccccc5)c4c3)s2)cc1	104.9	75.2	89.1	106.8	89.1	99.7	91.3	101.6	86.4
COc1ccc(S(=O)(=O)NCCCNc2nccc(-c3[nH]c(-c4ccccc4)nc3-c3ccc(F)c(OC)c3)n2)cc1	100.1	36.2	64.3	73.9	48.6	111.3	36.8	49.3	65.3
CC(=O)c1cc(C)c(OC(=O)c2ccccc2)c(C)c1	105.8	89.9	102.9	105.8	102.5	100.4	103.7	101.8	91.6
O=C(CCCCCCCNC(=O)c1cc(=O)c(O)co1)Nc1ccccc1	99.0	99.4	101.7	106.8	105.8	103.2	102.8	101.3	103.9
O=C(CSc1nccc(=O)[nH]1)Nc1ccc(-c2nc3ccc([N+](=O)[O-])cc3[nH]2)cc1	114.7	49.5	119.6	115.0	96.5	103.5	19.4	107.9	114.1
NC(=O)CN(CC(N)=O)CC(N)=O	113.0	101.2	102.9	111.3	97.2	107.4	103.6	111.4	103.7
Cc1ccc(-c2onc3c(=O)[nH]nc(-c4ccccc4)c23)cc1	62.3	25.8	34.7	7.2*	36.7	60.5	29.3	19.4	67.3
O=c1oc2ccccc2nc1/C=C(\O)c1ccncc1	119.7	71.4	112.8	112.5	93.2	103.7	91.7	104.2	119.5
COc1ccc(C(=O)/C(=C/c2ccc(Cl)cc2)S(=O)(=O)c2ccc(C)cc2)cc1	110.0	98.3	105.2	106.1	100.0	107.3	104.7	105.9	108.9
CC(=O)OCC(=O)[C@@]1(O)CC[C@H]2[C@@H]3CCC4=CC(=O)C=C[C@]4(C)[C@H]3C(=O)C[C@@]21C	101.8	95.9	123.3	135.2	98.1	100.4	126.8	124.6	106.7

At a glance, some entries already given.
SMILES	OVCAR-5	PC-3	SW-620	OVCAR-3	OVCAR-8	HCC-2998	KM12	DU-145	OVCAR-4
Cc1ccc(Cc2cnc(NC(=O)c3ccc4noc(-c5ccccc5)c4c3)s2)cc1	104.9	75.2	89.1	106.8	89.1	99.7	91.3	101.6	86.4
COc1ccc(S(=O)(=O)NCCCNc2nccc(-c3[nH]c(-c4ccccc4)nc3-c3ccc(F)c(OC)c3)n2)cc1	100.1	36.2	64.3	73.9	48.6	111.3	36.8	49.3	65.3
CC(=O)c1cc(C)c(OC(=O)c2ccccc2)c(C)c1	105.8	89.9	102.9	105.8	102.5	100.4	103.7	101.8	91.6
O=C(CCCCCCCNC(=O)c1cc(=O)c(O)co1)Nc1ccccc1	99.0	99.4	101.7	106.8	105.8	103.2	102.8	101.3	103.9
O=C(CSc1nccc(=O)[nH]1)Nc1ccc(-c2nc3ccc([N+](=O)[O-])cc3[nH]2)cc1	114.7	49.5	119.6	115.0	96.5	103.5	19.4	107.9	114.1
NC(=O)CN(CC(N)=O)CC(N)=O	113.0	101.2	102.9	111.3	97.2	107.4	103.6	111.4	103.7
Cc1ccc(-c2onc3c(=O)[nH]nc(-c4ccccc4)c23)cc1	62.3	25.8	34.7	7.2*	36.7	60.5	29.3	19.4	67.3
O=c1oc2ccccc2nc1/C=C(\O)c1ccncc1	119.7	71.4	112.8	112.5	93.2	103.7	91.7	104.2	119.5
COc1ccc(C(=O)/C(=C/c2ccc(Cl)cc2)S(=O)(=O)c2ccc(C)cc2)cc1	110.0	98.3	105.2	106.1	100.0	107.3	104.7	105.9	108.9
